From PubChem
Pf Dd2 growth: blocks in vitro growth of P. falciparum Dd2; P. falciparum Dd2 growth, SYBR Green, 72 h; Potency, µM (highest dose often 28.9 µM), inactives show at the highest dose activity, negative = inhibition, most hits filed as inhibitors; 120,000 compounds, 4.3% hits; AID 1347417; active = well fitted inhibition curve with a large enough effect; inconclusive = small, poorly fitted or top-dose-only effect; inactive = no such curve, though single readings can be large or run the other way;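 note: plate controls were DMSO vehicle for no effect and reference drug for full effect; nearly all actives have a fitted effect of over 65% in size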
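Infected erythrocytes (Dd2, 0.3% parasitemia, 2.5% hematocrit final) are added to compound in RPMI-1640/Albumax II medium, grown 72 h at 37C in low oxygen, then lysed with saponin/Triton-X containing SYBR Green and read by fluorescence.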
Starred values were filed as active, the others as inactive; i = inactive; ? = inconclusive; [ ] = another dose, or the depositor's remark. Potency is the fitted concentration of half-maximal effect.

SMILES | Pf Dd2 growth
Cc1nnc(NCc2ccccc2)c2c1nnn2Cc1ccc(F)cc1 | 22%
CN(C)CC1(O)CCC2(CCN(C(=O)CCc3ccccc3)CC2)CC1 | ?
CN(C)C(C(=O)N1CCN(Cc2nccn2C)CC1)c1cccc(F)c1 (stereo not given) | -5%
Cc1ccc2nc(Cl)c3cc(C(=O)NC4CCC(C)CC4)sc3c2c1 (stereo not given) | 5%
CNC(=O)[C@@H]1CN(C(=O)c2cccc(OC(F)(F)F)c2)C[C@H]1CO | 4%
Cc1ccc(CN2C(=O)[C@@H]3C[C@@H](O)CN3C3(CN(C4Cc5ccccc5C4)C3)C2=O)o1 | -16%[44.1 µM]
COc1cccc(C(=O)N[C@@H]2CN(Cc3cccnc3)C[C@H]2CN(C)C)c1OC | i
COc1cccc(C(=O)N2CCC3(C2)C(=O)N(CCc2ccccc2)c2ccccc23)c1 (stereo not given) | 7.9µM*
CCc1ccccc1NC(=O)Cn1c(=O)n(Cc2ccc3c(c2)OCO3)c(=O)c2ccc(C(=O)NC3CCCCC3)cc21 | ?
CCN1CCN(CCNC(=O)c2cccc3c2CCN3C(=O)Nc2ccc(C)cc2)CC1 | ?
O=C(N1CCN(c2ccccc2)CC1)C1(CCO)CC12CCOCC2 (stereo not given) | -2%
CCCc1noc(-c2ccn3c(CNC(=O)c4ccc(C)c(C)c4)nnc3c2)n1 | ?
CC1(C(=O)N2CCN(c3ccccn3)CC2)CCc2cnc(Nc3ccccc3)nc21 (stereo not given) | i
Cc1cccc(-c2nc(C)c(CCNC(=O)C(=O)Nc3ccc(C)c(C)c3)s2)c1 | 24%
O=C(NCc1ccccc1)[C@H]1CN2CC[C@H]1C[C@@H]2Cn1cc(CO)nn1 | -4%[44.1 µM]
COc1cccc(CC(=O)N2CCC3(CC2)OC(=O)N(Cc2ncccn2)C3(C)c2ccccc2)c1 (stereo not given) | -4%
CNC(=O)c1cccc(-n2ccnc2-c2ccc(C#CCCO)cc2)c1 | -9%
CCC(CC)C(=O)N1CCC2(CC1)NCc1ccccc1-n1ccnc12 | 40%[activator][5.79 µM]
Cc1ccccc1-c1nc2c(c(SCc3cccc(Cl)c3)n1)Cc1c(CO)cnc(C)c1O2 | ?
CN(CC1CCOC1)C(=O)c1cc(F)ccc1Cl (stereo not given) | 10%[5.79 µM]
CN(C)C[C@@H]1CN(c2ccccn2)C[C@H]1NC(=O)c1ccc(C#N)cc1 | 0%
O=C(Cn1nc2c(cc1=O)CCCCC2)Nc1ccc(C(F)(F)F)nc1 | -24%
CCc1ccc(CN2CCC3(CCC(=O)N(Cc4cnc(C)cn4)C3)CC2)o1 | -17%
CCN1c2cc(C(=O)NCc3ccc(SC)cc3)ccc2C(=O)N2CCCCC21 (stereo not given) | -21%
O=C(O)CCn1ncc2cc(OCC3CCN(C(=O)OC4CCCC4)CC3)ccc21 | -21%[44.1 µM]
CN1CC(=O)N(C2CCCNCC2)Cc2c(NCC(C)(C)C)ncnc21 (stereo not given) | 7%
Cc1ccccc1CNC(=O)Cc1csc2ccccc12 | -4%
COc1ccccc1Nc1ncc2c(n1)CCN(Cc1ccc(C)s1)C2 | 69%[activator]
Cc1ccc(-c2noc(-c3nnn(-c4cccc(C(F)(F)F)c4)c3N)n2)cc1 | 2%
Cc1cccc(CC(=O)N2CCC(n3cc(-c4nc(-c5ccccc5)no4)nn3)C2)c1 (stereo not given) | 10%
Cc1ccc2oc(C(=O)N(Cc3ccccc3F)C3CCS(=O)(=O)C3)c(C)c2c1 (stereo not given) | -18%
COC(=O)[C@@H](C)NC(=O)[C@H]1CN(C(=O)c2cccnc2)CCN1C(=O)NC1CCCCC1 | 14%
C[S+](=O)([O-])N1CCCC(c2nn(-c3cccc(Cl)c3)c(=O)[nH]2)C1 (stereo not given) | -12%
COc1cc(OC)c(NC(=O)c2ccc3nc(C(C)C)oc3c2)cc1Cl | -12%
Cc1cc(C(=O)N2CCC(c3noc(-c4ccccc4)n3)C2)n[nH]1 (stereo not given) | i[5.79 µM]
COc1ccc(-c2nnc(SCC(=O)Nc3c(C)cccc3C)nc2-c2ccc(OC)cc2)cc1 | 52%[activator]
COc1ccc(NC(=O)c2ccc3c(c2)CCN3S(=O)(=O)c2ccccc2)cc1 | ?
CCc1ccccc1NC(=O)N1CC(C)Sc2ccccc21 (stereo not given) | 21%
CCc1cccc(C)c1NC(=O)C1=C(C)C(=O)OC12CCC(C)CC2 (stereo not given) | -10%
CN(C)S(=O)(=O)N(CC(=O)NCCSc1ccc(Cl)cc1)c1ccccc1 | 19%
COc1ccc(C2=CC(c3ccc(F)cc3)n3ncc(C(=O)Nc4ccc(C)cc4)c3N2)cc1 (stereo not given) | ?
COc1ccc(S(=O)(=O)N(CC(=O)Nc2ccc3c(c2)OCO3)c2ccc(C)cc2)cc1 | 1%
O=C1CC(c2noc(-c3cc(F)ccc3F)n2)CN1c1ccc(F)cc1 (stereo not given) | 4%
O=C(Nc1ccccc1)N[C@H]1CO[C@H]2[C@@H]1OC[C@H]2OC(=O)Nc1ccc(Oc2ccccc2)cc1 | -9%
COc1cccc(OC)c1C(=O)Nc1nnc(C)s1 | i
COc1ccc(-n2c(=O)c3c(n2Cc2ccccc2)CN(Cc2nccn2C)CC3)cc1 | -1%[44.1 µM]
CCN(Cc1ccccc1)Cc1c(O)ccc2oc(C)c(C(=O)Nc3ccccc3C)c12 | 1.1µM*
O=C1CC(C(=O)O)C2(CCN(c3ncc(C(=O)O)cc3Cl)CC2)N1 (stereo not given) | 2%
CSCc1noc(CNC(=O)c2cn(CCN)nn2)n1 | -2%
C[C@@H]1CN(C(=O)Cn2c3c(c(=O)n2Cc2ccccc2)CCN(Cc2ccccc2)C3)C[C@H](C)O1 | 19%
Cc1ccc(-c2nc3cccc(C)n3c2Nc2ccc3c(c2)OCCO3)cc1 | ?
NC(=O)c1cccc(CN2CCCC23Cc2ccccc2NC3=O)c1 (stereo not given) | -6%
COc1ccc(C(=O)N2CCC(Cc3nc(-c4cccnc4)n[nH]3)C2)cc1F (stereo not given) | ?
CC(C)(C)c1ccc(C(=O)N2CCC(c3n[nH]c(=O)n3-c3ccccc3)CC2)cc1 | ?
COc1ccc2c(CNCCc3ccccc3)c(C(=O)O)n(Cc3cccc(F)c3)c2c1 | ?
CCCc1nn2c(=O)cc(COC(=O)c3cccc(NC(=O)c4ccc(OCC)cc4)c3)nc2s1 | i
COc1ccc(CC(=O)N2CC3CC(C2)[C@H]2CCCC(=O)N2C3)cc1Cl (stereo not given in full) | 5%
CCN(Cc1cnn(CC)c1)C(=O)CN1CC2CC(C1)[C@H]1CCCC(=O)N1C2 (stereo not given in full) | -2%
c1cc2c(cc1N1CCC(N3CCC4(CCNCC4)C3)CC1)OCO2 | ?
CNc1nc(NCCC2CN(c3cnn(C)c(=O)c3)CCO2)ncc1F (stereo not given) | 1%

(cont.)
SMILES | Pf Dd2 growth
COc1ccc(NC(=O)CC2C(=O)N(c3ccccc3)C(=O)N2C2CCCCC2)cc1 (stereo not given) | 24%
CCCCn1cc(S(=O)(=O)c2ccc(CC)cc2)c(=O)c2cc(F)c(N3CCOCC3)cc21 | ?
CCCCN(Cc1ccccc1)C(=O)c1oc(=O)c2ccccc2c1-c1ccc(C)cc1 | -12%
Cc1ccc(Cn2c(C)c(CNC(C)c3ccccc3)c(C(=O)O)c2C)cc1 (stereo not given) | 5%
CCOC(=O)c1cccc(NC(=O)c2ccc3c(c2)N(CC)C2CCCCCN2C3=O)c1 (stereo not given) | ?
COCc1cc(CN2C[C@H](NC(=O)CO)[C@@H](C3CC3)C2)ccc1OC | -5%
CNC(=O)CCn1ncc2cc(OC3CCc4cccc(-c5cccnc5)c43)ccc21 (stereo not given) | i
Cc1noc(C)c1S(=O)(=O)N1CCC2(CC1)CC(N1CCN(C)CC1)CCO2 (stereo not given) | -22%
CN1CCOc2c(C(=O)NCCC(N)=O)cc(-c3ccccc3OC(F)(F)F)cc21 | i
COc1ccc2c(c1)c1c(c(=O)n(-c3cccc(C)c3)c(=O)n1CC(=O)Nc1c(C)cc(C)cc1C)n2C | 20%
N#Cc1cccc(NC(=O)O[C@@H]2CO[C@H]3[C@@H]2OC[C@@H]3Nc2nccc(-c3cccc(C#N)c3)n2)c1 | i
COc1ccc(C(=O)N2CCC(N3C(=O)C(OCC4CC4)C34CCOCC4)CC2)cn1 (stereo not given) | 10%
Cc1ccc(C(=O)N2CCCCC2C(=O)Nc2cccc(-c3nnc(C)s3)c2)cn1 (stereo not given) | -19%
COc1cccc(CN2CCOCCNC(=O)[C@H]3CCCC[C@H]32)c1OC | i
O=C(CCC1CCN(S(=O)(=O)c2ccccc2)CC1)NC1CCCC1 | i

Reprinted at random: seven compounds from above, in no set order.
SMILES | Pf Dd2 growth
CCCCN(Cc1ccccc1)C(=O)c1oc(=O)c2ccccc2c1-c1ccc(C)cc1 | -12%
CNC(=O)CCn1ncc2cc(OC3CCc4cccc(-c5cccnc5)c43)ccc21 (stereo not given) | i
CCCCn1cc(S(=O)(=O)c2ccc(CC)cc2)c(=O)c2cc(F)c(N3CCOCC3)cc21 | ?
COc1ccc2c(c1)c1c(c(=O)n(-c3cccc(C)c3)c(=O)n1CC(=O)Nc1c(C)cc(C)cc1C)n2C | 20%
COc1cccc(CN2CCOCCNC(=O)[C@H]3CCCC[C@H]32)c1OC | i
Cc1noc(C)c1S(=O)(=O)N1CCC2(CC1)CC(N1CCN(C)CC1)CCO2 (stereo not given) | -22%
CCOC(=O)c1cccc(NC(=O)c2ccc3c(c2)N(CC)C2CCCCCN2C3=O)c1 (stereo not given) | ?

The listing picks up; the 5 compounds before the break are reprinted first.
SMILES | Pf Dd2 growth
N#Cc1cccc(NC(=O)O[C@@H]2CO[C@H]3[C@@H]2OC[C@@H]3Nc2nccc(-c3cccc(C#N)c3)n2)c1 | i
COc1ccc(C(=O)N2CCC(N3C(=O)C(OCC4CC4)C34CCOCC4)CC2)cn1 (stereo not given) | 10%
Cc1ccc(C(=O)N2CCCCC2C(=O)Nc2cccc(-c3nnc(C)s3)c2)cn1 (stereo not given) | -19%
COc1cccc(CN2CCOCCNC(=O)[C@H]3CCCC[C@H]32)c1OC | i
O=C(CCC1CCN(S(=O)(=O)c2ccccc2)CC1)NC1CCCC1 | i
COc1ccc(C2(C(=O)N3CCC(CC(=O)NC4CC4)C3)CC2)cc1 (stereo not given) | 26%
CC1=NS(=O)(=O)N(C)C=C1C(=O)OCc1noc(-c2ccccc2Cl)n1 | 16%
COCCOc1ccc(C(=O)N[C@@H]2CN(C(=O)Nc3ccc(F)cc3)CCC[C@H]2O)cc1 | i
COc1ccc(-c2cnc3[nH]cc(CC(=O)Nc4cccc(N(C)C)c4)c3c2)cc1 | i
CCCn1c(=N)n(CC(O)COc2ccccc2OC)c2ccccc21 (stereo not given) | ?
COCC1CN(C(C)=O)CC12CCN(Cc1cc(Cl)ccc1F)CC2 (stereo not given) | ?
CCCNC(=O)NCC(=O)N1CCCCCCNC(=O)CC1c1ccccc1 (stereo not given) | 11%
CC(C)CN1C(=O)c2ccccc2C(C(=O)NC(C)C)C12CCCCC2 (stereo not given) | 2%
Cc1ccccc1CN1C(=O)C2(c3ccccc31)N(c1ccccc1)C(=O)CS2(=O)=O (stereo not given) | ?
Cc1nn(C)cc1C(=O)NCCn1c(C)cnc1C1CCC1 | -19%
CCCC(=O)N1c2ncnn2C2(CCCCC2)[C@@H]2CCCC[C@@H]21 | -2%
O=c1n(-c2ccncc2)nc2n1CCN([S+](=O)([O-])c1cccc(C(F)(F)F)c1)C2 | 22%
CCc1ccc2oc(-c3cccc(NC(=O)C(C)(C)Oc4ccc(Br)cc4)c3)nc2c1 | i
CC(=O)NC[C@H]1CCN(C(=O)c2ccc(C(F)(F)F)cc2)C[C@H]1N(C)C | 22%
Cc1cn2nc(C(=O)Nc3cccc(F)c3C)cc2c(N2CCCC2)n1 | i

Three entries from above, set out differently.
| Structure | Pf Dd2 growth |
| --- | --- |
| Cc1ccccc1CNC(=O)Cc1csc2ccccc12 | -4% |
| COc1ccccc1Nc1ncc2c(n1)CCN(Cc1ccc(C)s1)C2 | 69%[activator] |
| Cc1ccc(-c2noc(-c3nnn(-c4cccc(C(F)(F)F)c4)c3N)n2)cc1 | 2% |

(continued)
SMILES | Pf Dd2 growth
CCCN(CC1CCOC1)C(=O)NCc1ccc(F)cc1 (stereo not given) | 13%[5.79 µM]
COCC(=O)N1CCC(Oc2ccccc2C(=O)NCCc2ncccc2C)CC1 | -4%
Cc1c(C(=O)N2CCOCC2)oc2c1-c1nn(CC(=O)NCc3ccccc3)cc1CC2 | -9%
COCCNC(=O)CCn1c(=O)c2cc(OC)c(OC)cc2n(CC(=O)Nc2ccccc2OC)c1=O | i
CC(C)C(=O)Nc1nc2c(s1)CC(C(C)(C)C)CC2 (stereo not given) | ?
CCCNC(=O)N(C1CCOCC1)C1CCN(C(=O)c2ccccn2)CC1 | 27%
CCc1ccc(C(=O)N2CCC3(CC2)N(CCOC)C(=O)CS3(=O)=O)cc1 | -1%
Cc1ccc(-c2nnc([C@H]3CCN(Cc4ccc(CO)o4)C3)o2)cc1 | i
Cc1ccc(C2Cn3nnc(C(=O)N4CCN(C(=O)c5cccc(F)c5)CC4)c3CO2)cc1 (stereo not given) | -10%
CC(C)(C)C(=O)N1CCC(c2nn(-c3ccccc3)c(=O)[nH]2)CC1 | ?
CN(Cc1ccccc1)Cc1cccn1C | ?
Cc1cc(C)c(NC(=O)CSc2nc3ccccc3nc2N2CCCCC2)c(C)c1 | 23%
O=C(c1cc[nH]c(=O)c1)N1C[C@@H](CO)[C@H](c2ccccn2)C1 | -4%

Not all compounds are listed. The share of hits here may be higher or lower than overall.
